Kir21 block: Kir2.1 (mouse) channel inhibition. P35561. HEK293-Kir2.1, FluxOR thallium flux fluorescence; hits give low values. B-score at 10 µM. 310,000 tested, 0.85% active. AID 1672;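 active means fluorescence ratio B-score at or below minus 3 SD of library scores, with starting-brightness B-score within 2 SD, cut at about -4.2 in these data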;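 further: channel flux triggered by added potassium and thallium sulfate stimulus; B-score of peak minus minimum fluorescence over baseline after thallium stimulus; more negative B-score means stronger Kir2.1 block with less thallium influx; some compounds called inactive have numbers as strong as hits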
Target sequence (P35561 whole entry, looked up): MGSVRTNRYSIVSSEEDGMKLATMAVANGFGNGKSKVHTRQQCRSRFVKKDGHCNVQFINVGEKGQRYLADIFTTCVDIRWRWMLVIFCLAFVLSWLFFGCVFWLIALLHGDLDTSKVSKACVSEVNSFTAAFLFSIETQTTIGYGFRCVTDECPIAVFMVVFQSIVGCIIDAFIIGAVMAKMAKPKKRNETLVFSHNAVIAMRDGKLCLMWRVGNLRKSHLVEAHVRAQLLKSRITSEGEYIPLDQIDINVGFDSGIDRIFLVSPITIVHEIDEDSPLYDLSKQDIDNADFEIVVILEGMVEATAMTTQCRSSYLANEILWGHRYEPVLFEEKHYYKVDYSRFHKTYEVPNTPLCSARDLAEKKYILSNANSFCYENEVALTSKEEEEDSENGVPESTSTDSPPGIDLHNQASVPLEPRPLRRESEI
KCNQ2 inh: KCNQ2 potassium channel inhibitors, primary screen, cell-based, CHO-K1, FluxOR thallium flux, B-score (AID 2156) | B-score at 10 µM | 310,000 tested, 1.1% active | 20 min; hits give low values;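 active means fluorescence ratio B-score at most minus 3 library SDs, with starting brightness B-score within 2 library SDs, cut at about -5.5 in these data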
CHT block: human CHT choline transport inhibition; Q9GZV3; CHT-expressing cells, membrane potential dye, choline response; hits give low values; 310,000 tested, 0.86% active; B-score at 10 µM;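 active means B-score over 3 SD under the library average, and starting fluorescence ratio not unusually high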;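 further: choline stimulus applied at its EC90 after an EC20 pre-addition; B-score computed on integrated fluorescence ratio after choline addition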
Target sequence (Q9GZV3 whole entry, looked up): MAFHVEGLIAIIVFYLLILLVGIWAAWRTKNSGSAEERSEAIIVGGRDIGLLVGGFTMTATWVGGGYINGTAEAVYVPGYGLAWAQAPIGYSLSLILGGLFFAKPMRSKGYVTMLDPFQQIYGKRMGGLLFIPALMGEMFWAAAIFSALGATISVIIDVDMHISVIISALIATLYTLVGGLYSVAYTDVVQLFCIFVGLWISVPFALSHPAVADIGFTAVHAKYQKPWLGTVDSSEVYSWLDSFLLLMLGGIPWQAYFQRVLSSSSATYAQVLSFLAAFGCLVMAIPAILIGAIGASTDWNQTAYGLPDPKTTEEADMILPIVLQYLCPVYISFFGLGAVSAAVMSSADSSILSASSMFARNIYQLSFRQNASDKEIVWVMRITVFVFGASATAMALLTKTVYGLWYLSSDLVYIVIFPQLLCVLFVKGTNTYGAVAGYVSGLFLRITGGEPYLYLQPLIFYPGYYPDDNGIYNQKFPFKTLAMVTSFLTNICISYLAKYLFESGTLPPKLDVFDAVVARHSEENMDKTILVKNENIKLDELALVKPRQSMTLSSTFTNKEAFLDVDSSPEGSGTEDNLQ
* marks the source's active call; other numbers are inactive results; i = inactive; · = no result given.

Kir21 block | KCNQ2 inh | CHT block | mol
2.7 | i | i | CCOP(=O)(OCC)C(Nc1ccccc1)c1ccccc1C(F)(F)F (stereo not given)
0.72 | i | i | Cc1cc(C)cc(NC(=O)c2cccc(C(=O)Nc3cc(C)cc(C)c3)n2)c1
-0.5 | i | i | COCCNC(=O)C1CCCN(S(=O)(=O)c2c(C)noc2/C=C/c2cccs2)C1 (stereo not given)
-1.2 | i | i | O=C(O)Cc1ccc(NC(=O)c2ccc(Cl)c(Cl)c2)cc1
-0.43 | i | i | CC(/C=N/N1CCN(c2ccccn2)CC1)=C\c1ccccc1
-0.09 | i | i | O=C(CSCc1ccccc1F)NCc1ccccc1
-1.8 | i | i | O=c1cc[nH]c2c1ccc1c(=O)cc[nH]c12
0.56 | i | i | COCc1ccc(CN2CCc3c([nH]c4ccccc34)C2C(C)(C)C)o1 (stereo not given)
0.89 | i | i | O=c1[nH]c(CSc2ncnc3sccc23)nc2cc(C(F)(F)F)ccc12
0.39 | i | i | COc1cccc(NC(=O)CSc2nncn2-c2ccccn2)c1

Four compounds from above, limited to KCNQ2 inh and Kir21 block:
smiles | KCNQ2 inh | Kir21 block
CCOP(=O)(OCC)C(Nc1ccccc1)c1ccccc1C(F)(F)F (stereo not given) | i | 2.7
Cc1cc(C)cc(NC(=O)c2cccc(C(=O)Nc3cc(C)cc(C)c3)n2)c1 | i | 0.72
COCCNC(=O)C1CCCN(S(=O)(=O)c2c(C)noc2/C=C/c2cccs2)C1 (stereo not given) | i | -0.5
O=C(O)Cc1ccc(NC(=O)c2ccc(Cl)c(Cl)c2)cc1 | i | -1.2

(further entries)
Kir21 block | KCNQ2 inh | CHT block | mol
0.19 | i | i | O=C(O)c1ccc2c(c1)-c1nc3ccccc3n1C2=O
0.53 | i | i | CCOC(=O)c1c(NC(=O)CCC(=O)O)sc2c1CC(C)(C)OC2
1.5 | i | i | CCOC(=O)c1cc2c(=O)[nH]ccc2nc1C(F)(F)F
0.19 | i | i | COc1ccc(C(CNC(=O)C(=O)Nc2ccc3c(c2)OCO3)N2CCN(C)CC2)cc1 (stereo not given)
-1.6 | i | i | CCC(C)NC(=S)Nc1ccc2nc(N3CCN(CC)CC3)cc(C)c2c1 (stereo not given)
0.23 | i | i | O=C(N/N=C/c1ccc([N+](=O)[O-])o1)c1cc(-c2cccc(Br)c2)nc2ccccc12
0.28 | i | i | Cc1ccc(C)c(-n2c(CNC(=O)c3ccco3)nnc2SCC(=O)N2CCc3ccccc32)c1
-0.01 | i | i | Cn1cc(CN2CCC(Oc3ccc(C(=O)N4CCCCC4)cc3)CC2)cn1
0.58 | i | i | O=C(CN1CCC(C(=O)c2cccc(F)c2)CC1)NCc1cccs1
-1.9 | i | i | CCn1c(=O)c2c(nc3n2CC(C)CN3CCc2ccccc2)n(C)c1=O (stereo not given)
0.04 | i | i | CCC1=Nc2cc(C(=O)NCCN3CCCC3)ccc2Sc2ccc(C)cc21
-0.66 | i | i | COc1ccc(C2/C=C\CN(C(=O)C3CC3)CC(=O)N2Cc2ccc(F)cc2)cc1 (stereo not given)
-0.03 | i | i | CC(=O)Nc1ccc(S(=O)(=O)Oc2ccc3c(c2)C(C)=CC(C)(C)N3)cc1
-2.4 | i | i | N/C(=N\O)c1ccc(NC(=O)c2ccc(Br)o2)cc1
0.22 | i | i | COc1cc2c(cc1NC(=O)/C=C/c1cc(OC)c(OC)c(OC)c1)oc1ccccc12
-0.73 | i | i | CN1CCN(C(=O)c2ccccc2NC(=O)c2ccccc2)CC1
0.83 | i | i | Cc1cccnc1NC(=O)CCCN1C(=O)c2ccccc2C1=O
0.98 | i | i | CCc1nnc2c(N(C)S(=O)(=O)c3ccc(C)cc3)nc3ccccc3n12
-1 | i | i | O=C1CCNc2c(Cl)cccc21
0.69 | i | i | O=C(O)CCCn1cc(NC(=O)COc2ccc([N+](=O)[O-])cc2)cn1
0.72 | i | i | COc1ccc(/C=C/C(=O)OCC(=O)NCCC2=CCCCC2)cc1
1.6 | i | i | O=C1NC[C@@H](Cc2ccc(O)cc2)N(CCc2cccc3ccccc23)C1=O
-0.24 | i | i | O=c1[nH]c(/C=C/c2ccc(Cl)cc2Cl)c([N+](=O)[O-])c(=O)[nH]1
0.14 | i | i | N/C(=N\S(=O)(=O)c1cc(C(F)(F)F)cc(C(F)(F)F)c1)c1ccc(Cl)cc1
-1.1 | i | i | CC1=CC(=O)C=C(C)C1=NOc1ccccc1[N+](=O)[O-]
0.39 | i | i | COc1cc(OC)cc(C(=O)NCc2nc(-c3ccccc3)no2)c1
0.87 | i | i | COc1ccccc1CNS(=O)(=O)c1c(C(=O)N2CCCC2)c(C)n(C)c1C
-0.6 | i | i | O=C(Nc1cccnc1)c1cc(F)cc(F)c1
0.04 | i | i | O=C(CSc1nc(-c2ccco2)cc(C(F)(F)F)n1)Nc1ccc2c(c1)CCC2
0.15 | i | i | COc1cc(O)c(C(CCN2CCOCC2)c2cc(OC)c(OC)c(OC)c2)c(OC)c1 (stereo not given)
0.16 | i | i | CN(C)S(=O)(=O)c1ccc(N)c([N+](=O)[O-])c1
-0.08 | i | i | C/C=C/C(=O)OCC(=O)Nc1cc(OC)c([N+](=O)[O-])cc1C
0.06 | i | i | COc1cccc2c1Oc1ncccc1N(C(=O)CCC(=O)NCc1ccc(F)cc1)C2
1.2 | i | i | Cc1c(Cc2ccccc2)c(=O)oc2cc(OCC(=O)c3ccccc3)ccc12
0.34 | i | i | C/C(=N\NC(=O)c1ccc(Cn2cc([N+](=O)[O-])cn2)o1)c1cccc(NC(=O)C(C)C)c1
0.14 | i | i | CCn1cc(C(=O)N2CCOCC2)c(=O)c2cc(S(=O)(=O)N(C)C)ccc21
-1.3 | i | i | O=C(NC(CSSCC(NC(=O)c1ccccc1)C(=O)O)C(=O)O)c1ccccc1 (stereo not given)
1.2 | i | i | COc1ccccc1OCC(=O)NNC(=O)Nc1ccc(Cl)cc1
2.1 | i | i | N=C(N)SCC1=CCS(=O)(=O)C1
0.26 | i | i | O=C(COC(=O)c1ccc(Cl)c(S(=O)(=O)N2CCCCC2)c1)NCC1CCCO1 (stereo not given)

Next section; the last 2 above are carried over.
Kir21 block | KCNQ2 inh | CHT block | mol
2.1 | i | i | N=C(N)SCC1=CCS(=O)(=O)C1
0.26 | i | i | O=C(COC(=O)c1ccc(Cl)c(S(=O)(=O)N2CCCCC2)c1)NCC1CCCO1 (stereo not given)
-0.57 | i | i | COc1ccccc1NC(=S)NC(=O)c1ccc(-c2ccc(Cl)cc2)o1
-0.54 | i | i | COc1cc(CC(NC(C)=O)C(=O)NC2CCN(S(=O)(=O)c3ccc(NC(C)=O)cc3)CC2)cc(OC)c1 (stereo not given)
-1.4 | i | -5.3* | CCN(CC)Cc1c(C(=O)N/N=C/c2cccc(OCc3ccc(F)cc3)c2)nnn1-c1nonc1N
-0.36 | i | i | COc1ccccc1NC(=O)CSc1nc2ccccc2cc1Cc1ccccc1
0 | i | i | CCC1(c2ccccc2)NC(=O)N(CC(=O)Nc2cc(Cl)ccc2N2CCOCC2)C1=O (stereo not given)
1.1 | i | i | COc1cccc(-n2nc(-c3ccnn3-c3ccccc3)c(=O)n(C)c2=O)c1
-0.02 | i | i | Cc1ccc(CCN2C(=O)CCC2(C)C(=O)NCc2cccnc2)cc1 (stereo not given)
0.13 | i | · | Oc1ccc(NC(=S)N=Nc2c(O)[nH]c3ccc(Br)cc23)cc1
-1.1 | i | i | Nc1nnc(SCC(=O)Nc2ccc(N3CCOCC3)c(Cl)c2)s1
2.7 | i | i | CC(C)CCNC(=O)C1CC(c2ccccc2[N+](=O)[O-])=NO1 (stereo not given)
-0.33 | i | i | COc1ccc(S(=O)(=O)Nc2cccc(N(C)S(C)(=O)=O)c2)cc1C
0.15 | i | i | O=C(COc1ccc(S(=O)(=O)N2CCCC2)cc1)Nc1ccc2c(c1)OCCO2
-1 | i | i | CCOc1nc(Nc2ccc(OC)c(Cl)c2)nc(N2CCN(c3ccc(OC)cc3)CC2)n1
0.07 | i | i | Cc1ccc(-n2c(C3CC3c3ccc(Cl)cc3)n[nH]c2=S)cc1 (stereo not given)
0.66 | i | i | Cc1ccc(CNC(=O)c2ccc(N3CCC4(CC3)CC(c3ccccc3)=NO4)c(NC(=O)c3ccc(Cl)c([N+](=O)[O-])c3)c2)cc1
-0.76 | -5.8* | i | COc1ccc(C(CNC(=O)c2ccc3c(c2)C(=O)N(CCC(C)C)C3=O)N2CCOCC2)cc1 (stereo not given)
-0.21 | i | i | CC1CCc2c(sc(NC(=O)CCC(=O)O)c2C(=O)NC2CC2)C1 (stereo not given)
1.3 | i | i | O=C(Nc1nc(-c2ccccc2)nc2ccccc12)c1ccc(F)cc1
2 | i | i | C[C@@H]1CC=C[C@H]2[C@H]1C(=O)N(Cc1ccccc1)[C@H]2c1ccc(F)c(/C=C/c2ccccc2)c1
0.52 | i | i | O=C(Nc1ccccc1C(=O)O)c1ccc2c(c1)C(=O)N(c1cccc([N+](=O)[O-])c1)C2=O
0.7 | i | i | CCOC(=O)c1c(NC(=O)C(=O)N/N=C/c2ccccc2O)sc2c1CCCCC2
-0.5 | i | i | C=CCn1c(SCC)nc(O)cc1=O
-0.02 | i | -8* | CCCn1c2ccccc2c2cnn(CC(=O)NCCN(C)C)c(=O)c21
0 | i | i | Cc1cc(=O)c2c(O)c(O)ccc2o1
0.76 | i | i | CCC1CCCCN1C(=O)CSc1nnc(-c2ccc(Cl)s2)o1 (stereo not given)
1.4 | i | i | CS(=O)(=O)N1CCC(C(=O)N2CCN(c3ccccc3)CC2)CC1
1.2 | i | i | Cc1ccc2cc(CN(CC3CCCO3)S(=O)(=O)c3ccccc3)c3nnnn3c2c1 (stereo not given)
1.3 | i | i | Cc1cc(C)nc(NS(=O)(=O)c2ccc(N3Cc4ccccc4C3=O)cc2)n1
-2.2 | i | i | CC1CCN(CC(O)COc2ccc(F)cc2)CC1 (stereo not given)
1.4 | i | i | O=C(CC1SC(=Nc2ccc(OC(F)F)cc2)N(CCN2CCOCC2)C1=O)Nc1ccc(F)cc1F (stereo not given)
-1.5 | i | i | COc1ccc(CNC(=O)COC(=O)c2c[nH]c(=O)[nH]c2=O)cc1OC
-1.2 | i | i | Cc1ccc(C(C(=O)NC2CCCC2)N(Cc2ccc3c(c2)OCO3)C(=O)Cc2cccs2)cc1 (stereo not given)
-0.25 | i | i | CCc1ccccc1NC(=O)c1cnc2scc(C)n2c1=O
-2.2 | i | i | COc1ccc(CCC(C)N2CCC(Oc3ccc(C(=O)N4CCCC4)cc3)CC2)cc1 (stereo not given)
0.17 | i | i | CCC(C)NC(=O)c1cc(OC)c(OC)c(OC)c1 (stereo not given)
-1.5 | i | i | O=C(CCCN1CCC(c2ccccc2)C1)c1ccc2c(c1)OCCO2 (stereo not given)
-0.25 | i | i | Cc1ccc(-c2noc(CCC(=O)NCCN3CCN(Cc4ccccc4)CC3)n2)cc1
0.05 | i | i | COc1ccc2oc(C(=O)OCC(=O)N(C)C3CCS(=O)(=O)C3)c(C)c2c1 (stereo not given)
1.7 | i | i | Cc1cc(N2CCN(C(=O)c3ccco3)CC2)n2nc(-c3cccc(F)c3)cc2n1
-5.5* | i | i | O=C(/C=C/c1ccccc1F)c1cccc([N+](=O)[O-])c1
1.2 | i | i | Cc1nn(C)c(C)c1Nc1ccc(N2C(=O)C3CC=CCC3C2=O)cc1[N+](=O)[O-] (stereo not given)
3 | i | i | CCOc1ccc(NC(=O)Cn2nnc(C(=O)NCc3ccccc3OC)c2N)cc1
0.04 | i | i | CCc1cc(Cn2nc(-c3ccccc3)cc2C(=O)NCc2cccc(C(F)(F)F)c2)on1
-0.49 | i | i | COC(=O)[C@@H]1C[C@H]2CC[C@H](O)C[C@H]2N1Cc1ccc(-c2ccccc2)cc1
0.36 | i | i | O=C(CSc1nc2ccccc2c(=O)n1-c1ccc(Cl)cc1)c1ccco1
0.99 | i | i | Cc1cc(C)c2c(N)c(C(=O)c3ccccc3Cl)sc2n1
0 | i | i | CN1CCN(C(=S)C(=O)Nc2ccccc2)CC1
0.75 | i | i | COCCn1c(=O)[nH]c2cc(C(=O)N3CCN(c4cccc(C)c4C)CC3)ccc2c1=O
0.49 | i | i | COc1ccc(Cn2c(=S)[nH]c3cc(C(=O)NCCCN4CCOCC4)ccc3c2=O)cc1
-0.06 | i | i | Cc1cc(=O)[nH]c(Nc2cccc(C(F)(F)F)c2)n1

Entries of single compounds, looked up by structure:
`O=C(CSc1nc2ccccc2c(=O)n1-c1ccc(Cl)cc1)c1ccco1` is listed with Kir21 block: 0.36; KCNQ2 inh: i; CHT block: i
`Cc1cc(C)c2c(N)c(C(=O)c3ccccc3Cl)sc2n1` is listed with Kir21 block: 0.99; KCNQ2 inh: i; CHT block: i
`Cc1cc(=O)[nH]c(Nc2cccc(C(F)(F)F)c2)n1` is listed with Kir21 block: -0.06; KCNQ2 inh: i; CHT block: i

The results go on.
Kir21 block | KCNQ2 inh | CHT block | mol
0.06 | i | i | O=C(Nc1cccc(S(=O)(=O)N2CCOCC2)c1)c1ccc2ccccc2n1
1.4 | i | i | Brc1ccc(-c2nn3c(-c4ccccn4)nnc3s2)o1
-0.63 | i | i | O=C1c2cccnc2C(O)N1Cc1ccccc1 (stereo not given)
0.96 | i | i | Cc1ccc(S(=O)(=O)N2CCCOC2CNC(=O)C(=O)NCc2cccs2)cc1 (stereo not given)
-2 | i | i | Cc1cc(C(=O)Nc2cccc([N+](=O)[O-])c2)c(C)o1
0.81 | i | i | COc1cc(OC)c(OC)cc1CN1CCCC(C(=O)N2CCCC2)C1 (stereo not given)
1.8 | i | i | COC(=O)C1=C(C)Nc2ncnn2C1c1ccc(C)o1 (stereo not given)

High-throughput results deposited in PubChem BioAssay by Johns Hopkins Ion Channel Center.
